# Screening results from PubChem BioAssay.
# NPY-Y1 antag: NPY-Y1 receptor antagonists, primary screen, cell-based | inhibition, % at 3.6 µM | actives 1% (n = 200,000) | HEK293-CNG Y1 cells, membrane potential fluorescence; NPY at EC95, then isoproterenol;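 active means inhibition above the campaign mean inhibition of all tested compounds plus 3 SD, cut at about 20% in these data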;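 further: 0% = DMSO wells given NPY plus isoproterenol and 100% = isoproterenol alone without NPY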
#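 Test system: HEK293 cells co-expressing NPY Y1 receptor and cyclic-nucleotide gated channel; Also added: NPY (25 nM), isoproterenol (1 µM), Ro 20-1724 (25 µM); Compound dosing: one concentration, 3.6 µM, in 0.4% DMSO; Timing: dye 3 h, compound 60 min room temperature, stimulation 45 min; Technique: Membrane-potential fluorescent dye readout.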
# MDM2 E3 inh: MDM2-luciferase reporter signal enhancers, primary screen, MDM2 E3 ligase inhibitor project, cell-based, luminescence, 1536-well. E3 ubiquitin-protein ligase Mdm2 (Homo sapiens), Q00987. cell-based MDM2 ubiquitination luciferase reporter, 2 h; 0 = plate control, 100 = twice control, blank-subtracted. signal enhancement, % at 5 µM. actives 0.11% (n = 210,000). AID 1230, 2008;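 active means signal enhancement of 30% or more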;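 further: luminescence tracks abundance of the self-degrading MDM2-luciferase fusion protein; higher signal means inhibition of MDM2 E3 ligase activity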
#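 Material: stable MDM2–luciferase fusion reporter cells / Quantity: 2000 cells/well / Dosing: single 5 µM compound dose, 0.2% final DMSO / Buffer or medium: DMEM / Schedule: 4 h cell settling then 2 h compound exposure, 37 °C / Detection: luminescence with SteadyLite reagent, 15 min at room temperature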
# NPY1 pot ag: NPY-Y1 receptor potentiators or agonists, primary screen, cell-based | Neuropeptide Y receptor type 1 (Homo sapiens), P25929 | NPY-Y1 expressing cells, potentiator/agonist activation | activation, % at 3.6 µM | actives 0.37% (n = 220,000); in the data active means activation above about 33%, passing the limit was not always enough;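 further: cells stimulated with NPY at EC10 then isoproterenol at EC100; 0% = low agonist plus stimulus and 100% = saturating agonist plus stimulus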
# Hck-Nef inh: inhibitors of Nef-activated human Hck kinase, primary screen, biochemical, Z-Lyte FRET, 384-well, Hck-YEEI; inhibition, % at 20 µM; actives 0.68% (n = 220,000); Recombinant Hck-YEEI plus Nef, Z-Lyte FRET kinase assay; Tyrosine-protein kinase HCK (Homo sapiens), P08631;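 active means Hck-Nef kinase inhibition above about 50%, limit read from the data; inactive means inhibition below that limit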;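 further: 0% = DMSO with Hck plus Nef and 100% = Hck alone without Nef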
# RBBP9 inh: human RBBP9 inhibitors, primary screen, biochemical, fluorescence polarization, FP-Rh probe, HTS; inhibition, % at 7.94 µM; AID 1515, 2009; actives 0.2% (n = 220,000); recombinant RBBP9;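 active means inhibition above the campaign mean of all tested compounds plus 3 SD, cut at about 14% in these data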;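 further: plate controls were DMSO wells with RBBP9 for no effect and wells lacking RBBP9 protein for full effect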
# Target sequence (O75884 whole entry, looked up): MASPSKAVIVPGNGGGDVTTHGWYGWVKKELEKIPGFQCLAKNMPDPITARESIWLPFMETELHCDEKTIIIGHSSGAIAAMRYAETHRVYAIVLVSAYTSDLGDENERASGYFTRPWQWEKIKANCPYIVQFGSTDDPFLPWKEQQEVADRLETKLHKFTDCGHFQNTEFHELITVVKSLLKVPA
#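 System: RBBP9 protein | Quantity: 2.5 µM RBBP9 dispensing solution, before mixing | Reagent: FP-Rh probe, 375 nM dispensing solution | Timing: Enzyme-compound preincubation 30 min, then probe labeling 45 min, 25 °C | Measured by: Fluorescence polarization | Read-out: % inhibition | Replication: One well per compound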
# p97 ATPase inh: inhibitors of human p97 ATPase, primary screen, biochemical; recombinant p97 ATPase, Kinase-Glo ATP luminescence, 3 h; inhibition, % at 8 µM; actives 0.42% (n = 220,000); in the data active means inhibition above about 15%;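 further: 0% = DMSO vehicle and 100% = wells lacking enzyme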
# Target sequence (P55072 whole entry, looked up): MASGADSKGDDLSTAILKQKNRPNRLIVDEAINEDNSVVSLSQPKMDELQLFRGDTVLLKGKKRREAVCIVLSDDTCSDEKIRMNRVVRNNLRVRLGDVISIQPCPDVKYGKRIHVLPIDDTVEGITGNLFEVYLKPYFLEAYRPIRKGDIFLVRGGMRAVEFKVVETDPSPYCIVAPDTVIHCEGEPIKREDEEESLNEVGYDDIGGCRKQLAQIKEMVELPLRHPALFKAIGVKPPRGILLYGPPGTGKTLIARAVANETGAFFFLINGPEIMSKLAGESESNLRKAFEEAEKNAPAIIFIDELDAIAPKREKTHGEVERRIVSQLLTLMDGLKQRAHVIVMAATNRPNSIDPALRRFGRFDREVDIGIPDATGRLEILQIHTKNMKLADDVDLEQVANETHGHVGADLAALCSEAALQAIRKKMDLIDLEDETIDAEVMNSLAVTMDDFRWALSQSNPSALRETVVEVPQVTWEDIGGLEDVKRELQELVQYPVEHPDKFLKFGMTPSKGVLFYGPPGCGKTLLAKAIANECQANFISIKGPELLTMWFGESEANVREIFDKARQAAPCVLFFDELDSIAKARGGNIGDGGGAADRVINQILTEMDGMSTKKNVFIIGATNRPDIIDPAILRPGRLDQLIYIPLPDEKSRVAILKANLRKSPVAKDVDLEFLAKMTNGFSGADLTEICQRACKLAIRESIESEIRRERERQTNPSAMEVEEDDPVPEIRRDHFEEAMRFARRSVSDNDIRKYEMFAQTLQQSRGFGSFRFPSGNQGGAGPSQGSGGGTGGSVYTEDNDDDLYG
# NPY2 pot ag: NPY-Y2 potentiators or agonists, primary screen, cell-based | cells expressing NPY-Y2, potentiator/agonist read-out | Neuropeptide Y receptor type 2 (Homo sapiens), P49146 | actives 0.45% (n = 220,000) | AID 1359, 2008 | activation, % at 3.6 µM; in the data active means activation above about 27%;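 further: cells stimulated with NPY near EC25 plus isoproterenol at EC100; 0% = vehicle plus submaximal agonist and 100% = vehicle plus saturating agonist; some results beyond the cut were filed as inactive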
# Runt-SMMHC FRET: inhibitors of RUNX1 Runt–CBFb-SMMHC binding, primary screen, biochemical, FRET, Cerulean-Runt, Venus-CBFb-SMMHC, uHTS; Runt-related transcription factor 1 (Homo sapiens) + Core-binding factor subunit beta …; Cerulean-Runt/Venus-CBFb-SMMHC FRET ratio 530/480, 1 h; inhibition, % at 20 µM; actives 0.74% (n = 220,000);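 active means mean inhibition across duplicate retests at 20 µM reaching about 50%, limit read from the data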;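 further: 0% = DMSO wells and 100% = wells with excess untagged CBFb-SMMHC; inhibitors lower the FRET ratio by blocking Runt binding to CBFb-SMMHC; some results filed as inactive read as strong as hits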
# Runt-CBFb FRET: inhibitors of RUNX1 Runt–CBFb binding, primary screen, biochemical, FRET, Cerulean-Runt, Venus-CBFb, uHTS | Cerulean-Runt/Venus-CBFb FRET ratio 530/480, 1 h | inhibition, % at 20 µM | actives 0.46% (n = 220,000);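 active means inhibition over about 50% at 20 µM in the single-dose screen, limit read from the data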;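 further: 0% = DMSO wells and 100% = excess unlabeled CBFb competitor control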
#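 test system = Cerulean-Runt domain fusion protein, energy donor | probe or stimulus = Venus-CBFb binding partner, 100 nM | incubation = two 1 h room-temperature incubations shielded from light | detection = fluorescence energy transfer, 422 nm excitation, 530/480 nm emission | measure = loss of energy transfer signal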
# * marks the source's active call; other numbers are inactive results; . = no result given. Outcome played no part in choosing rows; overall some 3.5% were active at least once.
# The first 7 entries, to show the layout:
nr	NPY-Y1 antag	MDM2 E3 inh	NPY1 pot ag	Hck-Nef inh	RBBP9 inh	p97 ATPase inh	NPY2 pot ag	Runt-SMMHC FRET	Runt-CBFb FRET	SMILES
1	5	-21	11	2	-2	-7	2	-1	0	Cc1cc(C(=O)COC(=O)CNC(=O)c2ccco2)c(C)n1Cc1ccco1
2	-2	7	12	1	-6	5	4	-6	-2	COc1ccc(OC)c(S(=O)(=O)N2CCN(c3ccccn3)CC2)c1
3	-2	-14	-32	-1	-10	3	10	-3	1	COc1ccc(CNc2nc3c(c(=O)n(Cc4ccc(Br)cc4)c(=O)n3C)n2C)cc1
4	-2	3	8	21	1	5	-15	1	-4	Cc1ccc(Cn2c(SCC(=O)NCC3CCCO3)nc3ccsc3c2=O)cc1 (stereo unspecified)
5	.	-13	-22	11	-5	-3	-32	-2	2	Clc1ccc(-c2c[n+](Cc3ccc(Br)cc3)c3n2CCCCC3)cc1
6	-3	-7	-17	3	-3	2	1	0	3	COc1ccccc1N1CCN(S(=O)(=O)c2ccccc2F)CC1
7	-6	.	-2	1	-4	3	-1	-1	1	COc1ccc(C(=O)Nc2nc(C)c(C)s2)cc1OC

# This part in full, repeating the preview:
nr	NPY-Y1 antag	MDM2 E3 inh	NPY1 pot ag	Hck-Nef inh	RBBP9 inh	p97 ATPase inh	NPY2 pot ag	Runt-SMMHC FRET	Runt-CBFb FRET	SMILES
1	5	-21	11	2	-2	-7	2	-1	0	Cc1cc(C(=O)COC(=O)CNC(=O)c2ccco2)c(C)n1Cc1ccco1
2	-2	7	12	1	-6	5	4	-6	-2	COc1ccc(OC)c(S(=O)(=O)N2CCN(c3ccccn3)CC2)c1
3	-2	-14	-32	-1	-10	3	10	-3	1	COc1ccc(CNc2nc3c(c(=O)n(Cc4ccc(Br)cc4)c(=O)n3C)n2C)cc1
4	-2	3	8	21	1	5	-15	1	-4	Cc1ccc(Cn2c(SCC(=O)NCC3CCCO3)nc3ccsc3c2=O)cc1 (stereo unspecified)
5	.	-13	-22	11	-5	-3	-32	-2	2	Clc1ccc(-c2c[n+](Cc3ccc(Br)cc3)c3n2CCCCC3)cc1
6	-3	-7	-17	3	-3	2	1	0	3	COc1ccccc1N1CCN(S(=O)(=O)c2ccccc2F)CC1
7	-6	.	-2	1	-4	3	-1	-1	1	COc1ccc(C(=O)Nc2nc(C)c(C)s2)cc1OC
8	2	-26	0	0	-3	-1	2	-3	0	CCCCOC(=O)Nc1nc2ccccc2s1
9	8	5	-8	0	-10	-2	-8	-21	-7	CCOC(=O)/C(=C\c1ccccc1)C(=O)c1cc(C(C)=O)c(Nc2ccccc2)s1
10	3	-30	-5	32	-2	5	-17	-1	-1	CCC(=O)Nc1cccc(NC(=S)NC(=O)c2cc3ccccc3o2)c1
11	-1	-16	6	0	-3	3	5	-12	-3	Cn1ncc(N=Cc2ccccc2O)c1C(=O)Nc1ccccc1
12	.	-1	6	22	-4	8	-6	0	1	C=CCC1(/C=N/O)CCOC(C)(C)C1 (stereo unspecified)
13	-1	-13	25	0	-4	-4	4	-4	0	Cc1cc(C(=O)OCC(=O)NCCCN2CCCC2=O)c2ccccc2n1
14	1	0	-24	1	-10	-3	-16	0	1	Cc1ccc2[nH]cc(C(=O)CN3CCN(c4ccccc4F)CC3)c2c1
15	1	-33	8	-3	-10	0	-7	-10	-7	N#CC1=C(N)Oc2cc3ccccc3cc2C1c1cccs1 (stereo unspecified)
16	9	-3	-40	1	-2	2	-25	-5	2	Cc1nc(-c2ccccc2)sc1C(=O)CSc1ccc(Br)cc1
17	4	-5	-4	-13	10	4	22	1	9	Cc1ccc(S(=O)(=O)Cc2ccc(C(=O)O)o2)cc1
18	6	16	-33	11	-6	-1	-7	-3	1	CCc1ccc(C(C)NC(=O)/C(C#N)=C\c2cn[nH]c2-c2ccccc2)cc1 (stereo unspecified)
19	3	-2	9	5	2	5	1	4	2	C=CCOc1ccc(C=Nc2ccc(Cl)cc2)c(O)c1
20	1	-20	-1	7	-11	-2	3	4	2	COc1ccccc1NC(=S)N/N=C/c1ccc(O)cc1
21	-1	-5	-3	0	-10	2	2	0	-2	O=C(CNC(=O)c1ccco1)OCC(=O)c1ccccc1
22	-3	-23	47*	1	2	-42	6	3	0	Cc1[nH]n(-c2ccc([N+](=O)[O-])cc2)c(=O)c1C=NCCN1CCN(C(=O)c2cccc(F)c2)CC1
23	-8	-46	-10	1	-1	2	-14	0	0	O=C(COc1ccc(Cl)cc1Cl)NC1CCSC1=O (stereo unspecified)
24	0	-17	16	3	-7	-1	0	-3	-1	CCOC(=O)c1ccccc1NC(=O)c1ccc(N(C)S(C)(=O)=O)cc1
25	1	-47	30	17	2	12	-7	-1	-3	O=[N+]([O-])c1ccc2nc(CCCO)[nH]c2c1
26	.	-13	10	11	-3	-6	-17	-2	-4	CC(=O)c1c(N2CCOCC2)nc2ccc(Br)cc2c1-c1ccccc1
27	-10	0	6	3	-2	7	1	-6	0	O=C(NCCc1c[nH]c2ccccc12)c1ccc(S(=O)(=O)NCc2ccco2)cc1
28	1	20	25	0	-6	1	11	-7	-1	O=C(NCCc1cccs1)C1CC(c2cccc([N+](=O)[O-])c2)=NO1 (stereo unspecified)
29	-5	4	-18	0	-7	1	-8	-7	2	C=CCn1c(SCc2ccc([N+](=O)[O-])cc2)nnc1C(C)NC(=O)c1ccccc1 (stereo unspecified)
30	.	-4	-10	20	-4	-1	2	-4	8	O=c1oc2ccc(Cl)cc2nc1/C=C(\O)c1ccco1

# Overlap with the part before: 2 compounds, then new ones.
nr	NPY-Y1 antag	MDM2 E3 inh	NPY1 pot ag	Hck-Nef inh	RBBP9 inh	p97 ATPase inh	NPY2 pot ag	Runt-SMMHC FRET	Runt-CBFb FRET	SMILES
29	-5	4	-18	0	-7	1	-8	-7	2	C=CCn1c(SCc2ccc([N+](=O)[O-])cc2)nnc1C(C)NC(=O)c1ccccc1 (stereo unspecified)
30	.	-4	-10	20	-4	-1	2	-4	8	O=c1oc2ccc(Cl)cc2nc1/C=C(\O)c1ccco1
31	5	-18	1	0	-8	-5	2	4	0	c1coc(CN(Cc2cccs2)Cc2nnnn2C2CCCCC2)c1
32	-6	-16	9	1	-4	-3	3	-2	0	CCc1nnc(NC(=O)CSc2nnc(-c3ccc(S(=O)(=O)N(CC)CC)cc3)n2CC)s1
33	.	4	.	24	.	.	.	-1	-5	O=C(c1ccc2c(c1)OCO2)N1CCC2(CC1)Oc1ccc(Cl)cc1C(=O)C21CC(c2cccnc2)=NO1 (stereo unspecified)
34	-7	-14	-2	-2	-7	1	4	-2	1	COCCNC(=O)COC(=O)c1ccc(S(=O)(=O)N2CCOCC2)cc1
35	2	-2	-10	1	-7	5	11	1	-2	Cc1cc(C)c(NC(=O)NC(=O)c2cccc(F)c2)c(C)n1
36	-2	-6	18	3	-5	2	0	2	1	O=c1oc2ccccc2c2c1ncn2C1CCCCC1
37	.	-15	-9	7	-10	3	-8	-6	2	COc1ccc(C2c3ccc4ccccc4c3Oc3ncn(CCCO)c(=N)c32)cc1 (stereo unspecified)
38	.	-10	-5	14	1	-2	-10	1	6	Cc1ccc2c(c1)C(c1ccccc1)C(=O)O2 (stereo unspecified)
39	8	-12	-17	-1	-9	-7	8	2	-6	Cc1ccc(S(=O)(=O)N2CCCCC2)cc1NC(=O)c1ccc2c(=O)n3c(nc2c1)CCCCC3
40	-3	1	-17	3	6	1	-6	0	1	CCOC(=O)C1CCN(Cc2ccc(O)c3ncccc23)CC1
41	4	-13	-10	1	-4	-5	-3	3	0	CC(C)NC(=S)N/N=C/c1ccc(N2CCOCC2)cc1
42	.	-9	3	8	-3	4	-5	0	0	O=C(NC1CCN(C(=O)c2cccs2)CC1)c1ccccc1
43	3	-18	7	11	-11	-2	9	-1	1	O=C(NCc1ccccn1)c1ccc2c(=O)n(CCc3ccccc3)c(=O)[nH]c2c1
44	1	-19	-11	5	-3	-4	-5	-1	0	O=C(Nc1ccc(CN2CCOCC2)cc1)c1cccs1
45	-1	-15	-20	1	-6	1	-18	1	2	O=C(Nc1ccccc1Cl)c1ccccc1S(=O)(=O)c1ccccc1[N+](=O)[O-]
46	-2	-34	-7	19	-7	-1	-7	-5	2	CCC(=O)Nc1nc2ccc3sc(C)nc3c2s1
47	1	-8	-2	22	2	-1	-3	1	1	Cc1[nH]c2ccccc2c1C(=O)C(=O)NCCOc1ccccc1
48	-2	1	-9	-6	-4	-7	4	-4	0	N/C(=N\OC(=O)c1ccccc1)c1ccncc1
49	0	-18	-14	0	-14	-4	-2	2	0	CCCCn1c(SCc2nc3ccccc3s2)nc2cc(S(N)(=O)=O)ccc21
50	2	-10	17	25	-10	6	2	.	.	CCOC(=O)c1ccc(NC(=O)NC2CC3CCC(C2)N3)cc1 (stereo unspecified)
51	-3	-9	-3	-17	5	-5	-7	0	1	CC(=O)Nc1ccc(S(=O)(=O)c2ccc(C)cc2)cc1

# Two compounds drawn at random from those above, as already listed:
nr	NPY-Y1 antag	MDM2 E3 inh	NPY1 pot ag	Hck-Nef inh	RBBP9 inh	p97 ATPase inh	NPY2 pot ag	Runt-SMMHC FRET	Runt-CBFb FRET	SMILES
37	.	-15	-9	7	-10	3	-8	-6	2	COc1ccc(C2c3ccc4ccccc4c3Oc3ncn(CCCO)c(=N)c32)cc1 (stereo unspecified)
2	-2	7	12	1	-6	5	4	-6	-2	COc1ccc(OC)c(S(=O)(=O)N2CCN(c3ccccn3)CC2)c1
